RAD52 anneal inh = inhibitors of human RAD52 DNA annealing. P43351. recombinant RAD52 DNA annealing, FRET fluorescence. inhibition, % at 18.7 µM. 360,000 compounds, 0.46% hits. AID 651710;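 active = every replicate showing at least 50% inhibition; inconclusive = mean inhibition at least 50% but not in every replicate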
Target sequence (P43351 whole entry, looked up): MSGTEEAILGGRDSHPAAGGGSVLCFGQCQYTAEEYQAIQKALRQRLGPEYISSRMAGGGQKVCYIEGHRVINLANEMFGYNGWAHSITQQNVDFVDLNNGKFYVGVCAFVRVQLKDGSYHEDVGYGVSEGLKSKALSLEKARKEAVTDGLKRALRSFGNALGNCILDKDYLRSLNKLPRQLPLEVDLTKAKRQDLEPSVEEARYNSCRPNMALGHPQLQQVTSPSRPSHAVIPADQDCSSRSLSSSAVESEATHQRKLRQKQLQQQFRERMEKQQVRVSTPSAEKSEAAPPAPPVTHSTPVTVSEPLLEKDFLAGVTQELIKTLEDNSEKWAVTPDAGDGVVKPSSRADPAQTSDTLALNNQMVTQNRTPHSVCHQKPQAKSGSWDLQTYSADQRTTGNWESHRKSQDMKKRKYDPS
E-sel inducer = E-selectin induction on HUVECs | AID 686992 | activation, % at 7.58 µM | 260,000 compounds, 0.37% hits | P16581 | HUVEC E-selectin immunofluorescence imaging; normalized: neutral wells 0, TNF-alpha wells 100;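 active = mean E-selectin-positive cell signal at least 10% of the positive control, reached in at least 60% of replicates, without over 20% cell loss; inconclusive = no rule given, readout overlaps actives, possibly toxicity-flagged; inactive = the rest, including those meeting only one limit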;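 also: in these data hits start at about 27%; measured in HUVEC primary endothelial cells; signal is the percent of cells scored E-selectin positive by PE staining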
Target sequence (P16581 whole entry, looked up): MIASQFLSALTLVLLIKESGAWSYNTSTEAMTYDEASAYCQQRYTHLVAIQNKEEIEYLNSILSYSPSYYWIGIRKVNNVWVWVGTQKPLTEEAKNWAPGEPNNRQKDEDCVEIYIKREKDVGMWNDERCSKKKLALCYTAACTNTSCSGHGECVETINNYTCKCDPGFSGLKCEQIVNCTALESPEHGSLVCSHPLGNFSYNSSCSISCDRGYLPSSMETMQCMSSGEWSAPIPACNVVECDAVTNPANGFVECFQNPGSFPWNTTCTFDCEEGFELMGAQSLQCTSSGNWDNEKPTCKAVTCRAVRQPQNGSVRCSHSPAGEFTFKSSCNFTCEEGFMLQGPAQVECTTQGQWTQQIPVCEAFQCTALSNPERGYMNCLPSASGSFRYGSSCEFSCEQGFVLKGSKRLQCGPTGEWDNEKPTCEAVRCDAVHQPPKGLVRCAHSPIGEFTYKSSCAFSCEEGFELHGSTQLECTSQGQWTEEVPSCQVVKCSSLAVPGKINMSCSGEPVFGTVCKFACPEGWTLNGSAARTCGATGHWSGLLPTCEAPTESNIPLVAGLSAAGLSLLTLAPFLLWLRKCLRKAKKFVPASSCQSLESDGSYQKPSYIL
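Material: HUVEC primary endothelial cells; Amount: 3,000 cells per well; Dosing: single concentration; Medium: EGM-2 growth medium on 0.1% gelatin-coated wells; Read-out basis: percent E-selectin-positive cells; Signal: immunofluorescence imaging; Control set: TNF-alpha, DMSO.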
F508del corr = correctors of CFTR F508del function in bronchial epithelial cells; activity (quench increase), % at 7.58 µM; CFBE cells, YFP halide quenching; stimulated with forskolin plus potentiator P3; % fluorescence drop versus neutral controls; 350,000 compounds, 0.36% hits;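 active = mean added fluorescence quench of at least 8% versus neutral control, with both replicates also reaching 8%; inconclusive = only one of the mean or replicate conditions met; inactive = mean below 8% and not both replicates reaching 8%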;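 also: cells transiently co-express mutant CFTR-F508del with the halide-sensitive YFP; corrector assay measuring rescue of mutant channel to the surface after 24 h compound exposure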
GSIS activator = primary screen for activators of insulin secretion dependent on glucose, INS-1E cells, GLuc reporter luminescence; AID 743287; INS-1E GLuc reporter insulin secretion, 2-3 h; 370,000 compounds, 0.61% hits; activation, % at 16.6 µM;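 active = lowest replicate activation of at least 40%, so every replicate reaches that level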;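 also: 0% = median of neutral control wells and 100% = median of IBMX positive control wells; some compounds called inactive have numbers as strong as hits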
RAD54 inh = blocks human RAD54 Holliday junction branch migration; AID 602329; FAM/BHQ fluorescence; 360,000 compounds, 0.14% hits; inhibition, % at 10.4 µM; Q92698;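 active = mean normalized replicate activity at least 40 and at least half of replicates scoring 40 or more; inconclusive = only one of the two criteria met; inactive = mean below 40 and under half of replicates reaching 40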;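 also: 0% = median of neutral control wells and 100% = median of positive control wells; inhibitors cause a drop in the FAM fluorescence signal; in these data hits start at about 50%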
Casp6 inh = caspase-6 (human) enzyme inhibition; inhibition, % at 12.5 µM; 350,000 compounds, 0.53% hits; purified caspase-6, Z-VEID-R110 cleavage fluorescence;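 active = mean inhibition across replicates at least about 35%, with every replicate also reaching that limit, limit read from the data; inconclusive = only one of the two criteria met; inactive = neither criterion met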;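 also: 0% = median of neutral control wells and 100% = no fluorescence left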
DENV2 CPE = inhibitors of DENV2 cytopathic effect | DENV2-infected cells, cytopathic effect rescue, plate reader | CPE inhibition, % at 9.99 µM | 350,000 compounds, 1.7% hits; in the data active = CPE inhibition above about 20%, passing the limit was not always enough; inconclusive = no clear call, values can overlap the other calls; tested in BHK-21 cells;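 also: 0% = median of neutral control wells and 100% = median of positive control wells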
Xi reactivation = X-chromosome reactivation activator; XiGFP mouse fibroblasts, % GFP-positive cells imaging, 3 d; cells co-treated with 5-aza-dC sensitizer; scaled so ellipticine positive control = 100%; activation, % at 7.58 µM; 360,000 compounds, 0.055% hits; AID 743238;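 active = mean normalized replicate activation at least 10% and every replicate at or above 10%; inconclusive = only one of the two criteria met; inactive = mean below 10% and not all replicates reach 10%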;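 also: 0% = median of on-plate neutral control wells and 100% = ellipticine 6 µM median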
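Material: XiGFP fibroblasts, SV40-immortalized; Buffer or medium: DMEM containing 5-aza-dC; Compound dosing: single point; Times: 3 days compound exposure.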
Numbers without * were called inactive; i = inactive; ? = inconclusive; / = not tested or not shown; & = joins results of further samples.

Value order – RAD52 anneal inh | E-sel inducer | F508del corr | GSIS activator | RAD54 inh | Casp6 inh | DENV2 CPE | Xi reactivation
[1] O=C(C[C@@H]1C=C[C@H](NC(=O)CCN2CCCCC2)[C@@H](CO)O1)Nc1ccc(-c2ccccc2)cc1
  9 | 0.7 | -0.6 | 14 | 2 | -1 | -4 | 0.0
[2] C[C@H]1CN([C@@H](C)CO)C(=O)c2cc(C#CC3CC3)cnc2O[C@H]1CN(C)C(=O)Nc1ccc(F)cc1
  4 | 0.1 | 0.6 | -15 | 1 | -2 | -8 | 1.2
[3] COc1ccc(S(=O)(=O)N(C)C[C@H]2Oc3ccc(NC(=O)Nc4ccc5c(c4)OCO5)cc3C(=O)N([C@@H](C)CO)C[C@H]2C)cc1
  7 | -3.0 | 0.0 | -11 | -4 | 0 | 4 | -0.2
[4] CN(C)CCNc1c(N)c(=O)oc2ccccc12
  1 | / | 5.1 | -7 | / | -5 | ? | 0.0
[5] COc1ccc(NC(=O)N(C)C[C@@H]2Oc3ccc(N(C)C)cc3C(=O)N([C@@H](C)CO)C[C@@H]2C)cc1
  9 | -0.1 | -0.3 | -2 | -16 | -3 | -3 | -0.2
[6] C[C@H]1CCCCO[C@H](CN(C)S(C)(=O)=O)[C@@H](C)CN([C@@H](C)CO)C(=O)c2cc(NC(=O)c3ccncc3)ccc2O1
  23 | 0.4 | 0.5 | 6 | 1 | 3 | 1 | -0.3
[7] CC(=O)Nc1cccc(-c2ccnc3c2CC(C)(C(=O)Nc2ccc(Cl)c(C(F)(F)F)c2)O3)c1 (centres undefined)
  -2 | 6.4 | -1.5 | -26 | -8 | 0 | 5 | -0.1
[8] O=C(NCc1ccon1)C1CCC(=O)N(CCc2cccc(F)c2)C1 (centres undefined)
  -14 | 0.7 | -1.3 | 0 | -5 | -1 | -3 | 0.5
[9] CCC(=O)Nc1ccc2c(c1)C(=O)N(C)[C@@H]1CC[C@H](CC(=O)N[C@H](C)c3ccccc3)O[C@@H]1CO2
  7 | 0.1 | 2.4 | -1 | 2 | -1 | ? | 0.0
[10] Cc1ccc(S(=O)(=O)N(C)C)cc1NC(=O)COC(=O)COc1ccc2c(c1)CCC2
  -7 | 0.0 | -1.3 | 5 | 5 | 4 | 6 | 0.0
[11] Cc1ccc(S(=O)(=O)CC(=O)c2ccccc2[N+](=O)[O-])cc1
  -12 | 0.0 | 0.5 | 4 | 8 | 2 | 5 | 0.1
[12] COc1cccc2sc(N(CCCN(C)C)C(=O)COc3ccc(Cl)cc3)nc12
  50 | / | 0.0 | -11 | / | -32 | 0 | -0.2
[13] CCCNC(=O)N1CC2(CN(Cc3ccccn3)C2)c2c(n(C)c3cc(OC)ccc23)[C@H]1CO
  / | -0.1 | 2.2 | 2 | / | / | ? | 0.3
[14] CC(C)CC#Cc1ccc2c(c1)O[C@H](CN(C)C(=O)Cc1ccccc1)[C@H](C)CN([C@@H](C)CO)S2(=O)=O
  5 | -0.3 | 6.6 | -8 | 2 | -1 | 3 | 0.0
[15] COc1cc(NC(=O)Nc2cccn3nc(COCCO)nc23)cc(OC)c1OC
  -9 | 0.0 | 1.1 | -3 | 2 | 3 | -3 | 0.1
[16] CCOC(=O)[C@H]1[C@H]2COc3ccc(OC)cc3[C@@H]2N2C(=O)CN(C)C(=O)[C@@]12C
  -5 | 0.3 | 4.0 | -3 | 0 | -1 | -10 | 0.2
[17] CCCCNC(=O)C1(C)CCCCN1C(=O)c1ccc(F)c(C)c1 (centres undefined)
  -3 | 0.1 | -2.4 | 4 | 11 | 2 | 4 | 0.0
[18] COc1ccc2[nH]c(=O)c(CN(C(C)=O)c3ccc(C)c(C)c3)cc2c1
  -11 | / | 0.1 | 2 | 7 | 0 | 1 | 0.0
[19] CC(Sc1nnc2ccccn12)C(=O)Nc1ccc(N2CCOCC2)cc1 (centres undefined)
  -5 | 5.3 | 0.3 | 7 | 5 | -1 | -3 | 0.0
[20] C[C@H](CO)N1C[C@H](C)[C@@H](CN(C)S(=O)(=O)c2ccc(Oc3ccccc3)nc2)OCc2cn(nn2)CCCC1=O
  -14&-6 | -0.2&0.3 | -6.5&-2.3 | -1&4 | -8 | 1&-1 | -1&-2 | 0.1&0.5
[21] O=C(C1=C[C@H](c2ccc(C(F)(F)F)cc2)C[C@H](OCCCCO)O1)N1CCCCCCC1
  8 | / | 1.3 | / | 4 | -1 | ? | /
[22] C[C@@H]1CN([C@H](C)CO)C(=O)c2cc(NS(=O)(=O)c3ccccc3)ccc2O[C@@H](C)CCCCO[C@H]1CN(C)Cc1ccc(Cl)c(Cl)c1
  -9 | 0.1 | 3.2 | -18 | -1 | 0 | 23* | -0.7
[23] COc1ccccc1OCCCC(=O)Nc1ccc([N+](=O)[O-])cc1Br
  4 | 1.3 | 0.8 | -16 | 1 | 0 | 11 | 0.1
[24] CC(C)(C)c1ccc(OCCOc2ccc(C(C)(C)C)cc2NC=O)c(NC=O)c1
  -17 | 1.8 | 1.1 | -52 | -9 | 0 | -4 | 0.1
[25] CCOC(=O)Cn1nc(C)c(NC(=O)COc2ccc(OC)cc2)c1C
  -8 | / | 1.2 | 0 | 14 | -1 | 0 | -0.2
[26] Cc1cccc(OCc2nnc(SCCC(=O)O)n2-c2ccccc2)c1
  1 | -0.1 | 1.1 | / | 2 | -1 | 2 | 0.0
[27] Cc1ccc(OC(C)C(=O)N/N=C/c2ccccn2)cc1 (centres undefined)
  -24 | / | 4.3 | -1 | / | 2 | 4 | 0.2
[28] COCCN1CCN(C(=O)c2cc(COc3ccc(F)cc3F)on2)CC1
  -12 | -0.3 | -3.8 | 10 | -7 | 1 | 3 | 0.3
[29] O=C(Nc1cccnc1Cl)c1ccc(=O)oc1
  i | / | 2.0 | / | -25 | 54* | -2 | -0.1
[30] N#C[C@@H]1[C@H](c2ccccc2-c2ccc(F)cc2)[C@H](CO)N1C(=O)Cc1ccccc1
  -29 | 0.0 | -0.6 | -11 | / | -2 | -7 | 0.1

(31) COc1ccc(S(=O)(=O)Nc2cccc3c2O[C@@H](CN(C)C(=O)Nc2ccc4c(c2)OCO4)[C@H](C)CN([C@H](C)CO)C3=O)cc1
(32) O=C(NNS(=O)(=O)c1ccc(Cl)cc1)c1cccc(S(=O)(=O)N2CCOCC2)c1
(33) CCC1(c2ccccc2)NC(=O)N(CC(=O)NCc2ccc(F)cc2)C1=O (centres undefined)
(34) COc1ccc(CCNC(=O)CCc2ccccc2O)cc1OC
(35) O=C(C[C@H]1C=C[C@@H](NC(=O)c2cccnc2)[C@@H](CO)O1)NCc1ccncn1
(36) O=C(NCC(c1ccco1)N1CCc2ccccc21)c1ccccc1Cl (centres undefined)
(37) CC(=O)Nc1c(Cl)cc2c(c1Cl)Cc1cc(N)ccc1-2
(38) O=C(COC(=O)c1ccc2c(c1)OCCO2)NCc1ccc(Cl)cc1

Screen / compound no.	31	32	33	34	35	36	37	38
RAD52 anneal inh	-4	-8	-8	-8	-4	-9	1	0
E-sel inducer	0.4	/	/	-0.3	-0.4	2.3	/	-0.2
F508del corr	-2.1	-3.6	-2.3	-1.3	-1.8	3.8	3.6	3.3
GSIS activator	-6	13	-16	55*	-3	-7	/	-5
RAD54 inh	3	7	0	-9	/	-5	-14	3
Casp6 inh	-2	-1	-1	-2	-1	33	3	-7
DENV2 CPE	0	14	-4	9	5	-4	-3	9
Xi reactivation	0.0	0.8	0.0	0.0	0.1	-0.1	0.2	1.1

Taken from above:
Value for entry 38 in GSIS activator: -5
Value for entry 31 in Xi reactivation: 0.0
Value for entry 37 in Casp6 inh: 3

A stretch from the list above, as a working copy:
(33) CCC1(c2ccccc2)NC(=O)N(CC(=O)NCc2ccc(F)cc2)C1=O (centres undefined)
(34) COc1ccc(CCNC(=O)CCc2ccccc2O)cc1OC
(35) O=C(C[C@H]1C=C[C@@H](NC(=O)c2cccnc2)[C@@H](CO)O1)NCc1ccncn1
(36) O=C(NCC(c1ccco1)N1CCc2ccccc21)c1ccccc1Cl (centres undefined)
(37) CC(=O)Nc1c(Cl)cc2c(c1Cl)Cc1cc(N)ccc1-2
(38) O=C(COC(=O)c1ccc2c(c1)OCCO2)NCc1ccc(Cl)cc1

Screen / compound no.	33	34	35	36	37	38
RAD52 anneal inh	-8	-8	-4	-9	1	0
E-sel inducer	/	-0.3	-0.4	2.3	/	-0.2
F508del corr	-2.3	-1.3	-1.8	3.8	3.6	3.3
GSIS activator	-16	55*	-3	-7	/	-5
RAD54 inh	0	-9	/	-5	-14	3
Casp6 inh	-1	-2	-1	33	3	-7
DENV2 CPE	-4	9	5	-4	-3	9
Xi reactivation	0.0	0.0	0.1	-0.1	0.2	1.1

Other entries.
(39) Cc1ccc(S(=O)(=O)N(C)C[C@H]2OCCCC[C@@H](C)Oc3ccc(NS(=O)(=O)c4ccccc4)cc3C(=O)N([C@@H](C)CO)C[C@@H]2C)cc1
(40) COc1cc(NC(=O)c2ccc3c(c2)OCCO3)ccc1NC(=O)c1ccco1
(41) Cc1cccc(NC(=O)C2NC(=O)CC2c2ccccc2)c1C (centres undefined)
(42) CCn1nc(NS(=O)(=O)c2ccc(NC(C)=O)cc2)c2cc3cc(C)ccc3nc21
(43) COc1ccc(/C(N)=N/OC(=O)CC2CCCCC2)cc1
(44) Nc1c(Cl)cc(-c2[nH]c3cc(C(=O)NCCO)ccc3c(=O)c2O)cc1Cl
(45) COc1ccc2cc(CCNC(=O)c3cccc([N+](=O)[O-])c3)c(=O)[nH]c2c1
(46) CCOC(=O)N1CCC(NS(=O)(=O)c2ccc(C)cc2)CC1
(47) CN1c2ccc(-c3cccc(C#N)c3)cc2[C@@H]2[C@@H](CCN2C(=O)CC2CC2)[C@H]1CO
(48) COc1ccc(CN2C(=O)NC3(CCCc4ccccc43)C2=O)cc1F (centres undefined)

Screen / compound no.	39	40	41	42	43	44	45	46	47	48
RAD52 anneal inh	-7	-16	-16	-12	-12	-3	3	-3	/	-19
E-sel inducer	5.9	/	0.3	1.7	0.4	0.8	/	1.4	0.3	-0.1
F508del corr	1.5	-0.2	-1.1	-1.0	-0.8	-1.8	-0.5	0.9	-0.8	1.9
GSIS activator	6	20	0	24	-7	2	-6	1	23	3
RAD54 inh	-7	/	7	3	5	-4	/	-6	24	2
Casp6 inh	-1	0	2	0	-1	0	3	0	/	-6
DENV2 CPE	6	-3	-4	2	-13	20	6	-2	/	-5
Xi reactivation	0.1	0.0	0.0	0.4	0.2	0.0	0.2	0.1	0.0	0.2
